GPR151 activ: activators of human GPR151, primary screen, cell-based, PathHunter beta-arrestin, luminescence; G-protein coupled receptor 151 (Homo sapiens), Q8TDV0; PathHunter beta-arrestin GPR151 cells; activation, % at 11.2 µM; 650,000 compounds, 1% hits; in the data active = activation above about 4.9%;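 also: 0% = median of compound wells and 100% = cells with positive control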
MITF inh: MITF inhibitors, primary screen, biochemical, AlphaScreen, human; Microphthalmia-associated transcription factor (Homo sapiens), O75030; AlphaScreen MITF homodimerization, bead proximity signal; inhibition, % at 2.6 µM; 650,000 compounds, 0.91% hits; AID 1259374, 2018; in the data active = inhibition above about 50%;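 also: 0% = vehicle wells with protein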
FBW7 activator: FBW7 E3 ligase activators, primary screen, biochemical, AlphaScreen, human; F-box/WD repeat-containing protein 7 (Homo sapiens), Q969H0; AlphaScreen FBW7–phospho-cyclin E peptide binding, activator screen; normalized activity (activation), % at 26.1 µM; 650,000 compounds, 0.13% hits; in the data active = normalized activity above about 1.9%;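 also: purified mutant Fbw7 with reduced substrate affinity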
Target sequence (Q969H0 whole entry, looked up): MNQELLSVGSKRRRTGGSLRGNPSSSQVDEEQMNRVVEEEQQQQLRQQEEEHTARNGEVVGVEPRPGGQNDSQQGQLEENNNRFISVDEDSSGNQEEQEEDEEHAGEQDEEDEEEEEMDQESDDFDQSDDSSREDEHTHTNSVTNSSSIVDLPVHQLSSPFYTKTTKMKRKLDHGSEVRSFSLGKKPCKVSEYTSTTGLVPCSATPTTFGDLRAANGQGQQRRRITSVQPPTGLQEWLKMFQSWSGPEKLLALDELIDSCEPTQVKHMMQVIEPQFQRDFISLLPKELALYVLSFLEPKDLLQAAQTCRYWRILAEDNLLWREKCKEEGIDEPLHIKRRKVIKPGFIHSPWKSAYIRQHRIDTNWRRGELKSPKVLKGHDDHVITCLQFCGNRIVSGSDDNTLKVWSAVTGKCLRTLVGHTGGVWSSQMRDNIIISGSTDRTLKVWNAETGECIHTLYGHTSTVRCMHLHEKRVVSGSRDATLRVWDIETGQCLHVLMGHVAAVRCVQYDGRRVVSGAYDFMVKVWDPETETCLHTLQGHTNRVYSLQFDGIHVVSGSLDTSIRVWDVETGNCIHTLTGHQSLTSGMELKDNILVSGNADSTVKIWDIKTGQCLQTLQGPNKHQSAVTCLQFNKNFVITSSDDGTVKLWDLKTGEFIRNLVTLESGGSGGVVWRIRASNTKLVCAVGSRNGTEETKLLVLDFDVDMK
TEAD-YAP block: TEAD-YAP interaction inhibition, primary screen, TEAD-YAP interaction inhibitor project, luminescence, HEK-TIYL cells; 640,000 compounds, 1.4% hits; TEAD-Gal4/YAP UAS-luciferase luminescence; inhibition, % at 9.12 µM; AID 1259422, 2018; in the data active = inhibition above about 32%;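 also: 0% = median of test compound wells and 100% = reference inhibitor wells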
* = called active by the depositor. Rows were taken by chance. About 3.4% of those tested had a hit in this group.

SMILES	GPR151 activ	MITF inh	FBW7 activator	TEAD-YAP block
COc1cccc(NC(=O)c2ccc(N(Cc3ccccc3Cl)S(C)(=O)=O)cc2)c1	-1.3	14	0.1	3
Cc1ccccc1N(CC(=O)NCc1ccc(F)cc1)C(=O)CCC(=O)Nc1ccccn1	0.4	10	0.1	15
Cc1ccccc1N1OC2C(=O)N(c3ccc(Cl)cc3)C(=O)C2C1c1ccc(N(C)C)cc1 (configuration not stated)	-1.1	16	0.3	-1
CCC1c2cccn2CCN1C(=O)CCc1nnc(CCc2ccc(OC)cc2)o1 (configuration not stated)	2.4	2	0.2	-7
O=C(Nc1ccccc1)ON=C1CCCC1	-0.6	18	0.1	-36
Cc1ccc(OCCCCNCCN2CCOCC2)c(Br)c1	1.2	66*	-0.1	5
Cn1c(=O)c2c(nc(Br)n2CC(N)=O)n(C)c1=O	-0.1	11	0.5	2
CC(C)CNS(=O)(=O)c1ccc(OCC(=O)Nc2ccc(F)cc2F)c(Cl)c1	0.0	-9	-0.1	-1
CN(CP(=O)(O)CCc1ccccc1)S(C)(=O)=O	-1.3	8	0.1	1
COc1ccc(S(=O)(=O)N2CCCOC2CNC(=O)C(=O)NCCN(C)C)cc1 (configuration not stated)	-0.5	-2	-0.1	2
Cc1ccc(-c2nnn(CC(=O)NC3CCC(C)CC3)n2)cc1 (configuration not stated)	0.5	-2	-0.2	-3
CCOc1ccc2c(c1)sc(=NC(=O)CN1C(=O)CCC1=O)n2CCOC	1.3	2	0.0	-6
NC(=O)c1csc(-c2cccc(N)c2)n1	0.4	2	-0.2	4
O=C(Cn1nnc(-c2ccccc2)n1)N/N=C/c1cc([N+](=O)[O-])cc([N+](=O)[O-])c1O	2.6	2	-0.1	-3
Cc1cc(C(F)F)n2nc(C(=O)Nc3ccc(Cl)cc3Cl)nc2n1	0.4	9	0.5	-11
COCCCN(C(=S)Nc1ccc(OC)cc1)C(C)c1ccncc1 (configuration not stated)	0.0	-2	-0.1	3
Cc1cc(NCc2cccc(C(F)(F)F)c2)nc(Nc2ccccc2)n1	1.1	-6	-0.1	28
CCOC(=O)/C=c1\s/c(=C\c2cccs2)c(=O)n1CC(N)=O	-0.6	11	0.3	-3
COCCNC(=O)CCC(=O)NNc1nc2ccccc2c2nc(-c3ccccc3)nn12	1.2	7	-0.1	17
Cc1ccc(N2CCC(N3CCN(C4CCCCC4)C(CCO)C3)CC2)cc1 (configuration not stated)	-1.9	6	-0.1	2

6 of these compounds, reformatted:
Every second line gives: GPR151 activ, MITF inh, FBW7 activator, TEAD-YAP block
> Cc1ccccc1N(CC(=O)NCc1ccc(F)cc1)C(=O)CCC(=O)Nc1ccccn1
→ 0.4, 10, 0.1, 15
> Cc1ccccc1N1OC2C(=O)N(c3ccc(Cl)cc3)C(=O)C2C1c1ccc(N(C)C)cc1 (configuration not stated)
→ -1.1, 16, 0.3, -1
> CCC1c2cccn2CCN1C(=O)CCc1nnc(CCc2ccc(OC)cc2)o1 (configuration not stated)
→ 2.4, 2, 0.2, -7
> O=C(Nc1ccccc1)ON=C1CCCC1
→ -0.6, 18, 0.1, -36
> Cc1ccc(OCCCCNCCN2CCOCC2)c(Br)c1
→ 1.2, 66*, -0.1, 5
> Cn1c(=O)c2c(nc(Br)n2CC(N)=O)n(C)c1=O
→ -0.1, 11, 0.5, 2

New compounds follow:
SMILES	GPR151 activ	MITF inh	FBW7 activator	TEAD-YAP block
C/C(CC(=O)Nc1ccc2c(c1)OCCO2)=N\NC(=O)c1ccccc1N	1.3	4	0.0	-39
O=c1[nH]c(/C=C/c2ccc(Cl)cc2)c([N+](=O)[O-])c(=O)[nH]1	-1.2	1	-0.5	4
CCOc1ccc(C2C(C(=O)OC)=CN(Cc3ccc(Cl)cc3)C=C2C(=O)OC)cc1	0.2	-1	-0.1	-17
O=C(Nc1ccccc1C(=O)Nc1ccccc1)c1ccc([N+](=O)[O-])cc1	-1.7	9	0.2	0
CCOC(=O)C1CCCN1C(=O)c1ccc(OC)c(I)c1 (configuration not stated)	-0.3	1	-0.1	-7
Cc1ccc(NC(=O)C(c2cccc([N+](=O)[O-])c2)N2CCOCC2)cc1 (configuration not stated)	0.3	-1	-0.2	6
CC(C)CC(=O)Nc1nc(-c2cccc([N+](=O)[O-])c2)cs1	1.5	12	0.1	-5
Cc1cccc2c1NC(=O)C2(c1c(C)n(C)n(-c2ccccc2)c1=O)c1c(C)n(C)n(-c2ccccc2)c1=O	1.4	5	0.1	4
CCOC(=O)C/C(C)=N/NC(=O)c1ccccc1[N+](=O)[O-]	0.8	4	-0.6	-4
COCCOC(=O)C1=C(C)NC2=C(C(=O)CCC2)C1c1cccs1 (configuration not stated)	-1.8	4	0.2	4
CNC(=O)c1c(NC(=O)Cc2coc3ccc(C)cc23)sc2c1CCCC2	1.7	16	1.0	-1
CC(=O)Nc1ccc(NC(=O)COC(=O)c2ccc([N+](=O)[O-])o2)cc1	-1.1	7	0.0	14
O=C(NCc1ccccc1)c1cnc(-c2csc3ccccc23)s1	1.0	3	0.0	-3
CN1CCN(CCCN2C(=S)N(c3ccc(Cl)cc3)C(=O)C2CC(=O)Nc2ccc(F)cc2)CC1 (configuration not stated)	-0.2	26	0.8	-8
CCCCSc1nnc2c(n1)OC(c1ccsc1)Nc1ccc(Br)cc1-2 (configuration not stated)	-0.3	7	0.0	11
COCCCNC(=O)c1cc2c(=O)n3cccc(C)c3nc2n1C	2.1	10	0.0	56*
C(=N\n1cncn1)/c1ccc(N2CCOCC2)cc1	-0.2	6	0.1	-14
O=C(c1ccc(Br)cc1)N1CCN(c2ccc([N+](=O)[O-])c(NCCc3ccccc3)c2)CC1	1.4	6	-0.1	-6
CC1CC(C)CN(CCCNC(=O)C2CCCN2c2nnc(N3CCCC3=O)s2)C1 (configuration not stated)	0.7	20	0.0	0
CCN=C1SC(CC(=O)Nc2ccc(OCC)cc2)C(=O)N1CC (configuration not stated)	0.7	9	0.2	0
Cc1ccc(C=Nc2ccc(O)c(C(=O)O)c2)o1	-0.3	49	-0.2	-1
COc1ccc(S(=O)(=O)NCCSc2ccccc2)cc1OC	-1.2	10	0.0	-3
CCOC(=O)C1=C(C)N=c2s/c(=C/c3ccc(-c4ccc([N+](=O)[O-])cc4Br)o3)c(=O)n2C1c1ccc(N(C)C)cc1 (configuration not stated)	-0.2	7	0.1	7
FC(F)(F)c1nc(Nc2cc(Cl)ccc2Cl)sc1-c1ccc(Cl)cc1	-0.2	-8	-0.3	2
CCCc1[nH]n(-c2ccc([N+](=O)[O-])cc2)c(=O)c1C=NC1CC(C)(C)NC(C)(C)C1	-6.5	-2	0.5	-9
CN(C)c1ccc(-c2cnn3c(NCc4ccc5c(c4)OCO5)ccnc23)cc1	0.7	-13	-0.1	-38
O=C(NC(=S)Nc1nc2ccccc2s1)c1ccco1	0.4	21	0.1	-42
Cc1ccc(-c2ccc(S(=O)(=O)NCC3CCCO3)cc2)cc1 (configuration not stated)	-0.3	12	0.1	7
O=C(Nc1ccc(C(=O)N(Cc2ccccc2)Cc2ccccc2)cc1)C1COc2ccccc2O1 (configuration not stated)	-0.6	-8	0.0	4
CC(=O)Nc1ccc(NC(=O)CC2Oc3ccccc3NC2=O)cc1 (configuration not stated)	0.8	10	0.1	-1
CC1CCCC(C)N1C(=O)CSc1nnnn1-c1ccc(F)c(Cl)c1 (configuration not stated)	0.0	3	0.4	-3
CN(C)NC1=CC(=O)CC(C)(C)C1	-0.6	0	0.0	1
CCNc1cc(NCCN(C(C)C)C(C)C)ncn1	0.5	-10	0.2	6
CCOC(=O)c1ccc(Cn2c3ccc(OC(F)(F)F)cc3c3nc4cc(F)ccc4nc32)o1	-1.8	0	0.0	3
O=C(Nc1ccc2ccccc2c1)c1c(F)c(F)c(C(=O)Nc2ccc3ccccc3c2)c(F)c1F	-0.6	11	0.0	-12
COc1cccc(CC2(C3CCN(Cc4cccc(C)c4)CC3)NC(=O)N(C)C2=O)c1 (configuration not stated)	0.9	-1	-0.2	14
Cc1cccc2c(N3CCCC3)nc(CNC(=O)C3CCCO3)nc12 (configuration not stated)	0.7	9	0.1	-1
COc1ccc(/C=N/NC(=O)CNC(=O)c2ccccc2Br)c(OC)c1	-0.5	-6	-0.1	-2
COc1ccc(C2=NN(c3nc(C)c(C(C)=O)s3)C(c3ccc(OC)cc3)C2)cc1 (configuration not stated)	3.1	-3	0.3	-4
CCOC(=O)N1CCN(S(=O)(=O)c2cc(C(=O)O)ccc2F)CC1	5.8*	1	-0.1	-6

Gathered by group: the entries above containing a COOH group (2)
SMILES	GPR151 activ	MITF inh	FBW7 activator	TEAD-YAP block
Cc1ccc(C=Nc2ccc(O)c(C(=O)O)c2)o1	-0.3	49	-0.2	-1
CCOC(=O)N1CCN(S(=O)(=O)c2cc(C(=O)O)ccc2F)CC1	5.8*	1	-0.1	-6

Following part
SMILES	GPR151 activ	MITF inh	FBW7 activator	TEAD-YAP block
COc1cc([N+](=O)[O-])ccc1NC(=S)Nc1ccc(S(=O)(=O)N2CCCC2)cc1	3.1	-2	0.2	-9
CCOC(=O)c1c(NC(=O)CSc2nnc(CNC(=O)c3cccs3)n2CCc2ccccc2)sc2c1CCC2	0.2	1	0.0	-1
COC(CNC(=O)C(=O)NCC1OCCN1C(=O)c1ccc2c(c1)OCO2)OC (configuration not stated)	0.3	-3	-0.3	-3
COc1ccc(C(=O)NN(c2ccccc2)c2ccccc2)cc1	-0.9	8	0.6	6
COc1cccc(CN2CCN(CC(N)=O)[C@@H](C)C2)c1	3.9	-5	0.2	-1
Cc1ccccc1CN1CCN(C2CCCC(C)C2)CC1 (configuration not stated)	-1.2	76*	0.1	-6
Cc1c(NC(=O)c2ccc(N(C)S(C)(=O)=O)cc2)c(=O)n(-c2ccccc2)n1C	-1.5	-2	0.1	4
Cc1cccc2cc(CN(CCO)Cc3nnnn3Cc3ccccc3)c(=O)[nH]c12	0.9	2	0.0	2
O=C(CC1C(=O)NCCN1Cc1ccccc1C(F)(F)F)NCCCc1ccccc1 (configuration not stated)	0.7	9	0.5	4
COc1cccc(C(=O)NC(C)c2nnc3n2CCN(Cc2ccc(F)cc2)CC3)c1 (configuration not stated)	0.9	6	0.1	2
Cc1ccc(-c2noc(C3CCN(C(=O)Nc4ccc(C#N)cc4)CC3)n2)o1	0.3	4	0.2	6
C=CCNc1nc(NCc2ccccc2)nc(OCC)n1	0.4	1	0.6	0
Cc1ccc(Cl)c(OCC(=O)NC2=NCCS2)c1	-1.0	-14	0.2	-18
Cc1cc(=O)n2[nH]c(CC(=O)NC3(c4ccccc4)CCCC3)nc2n1	1.3	-6	-0.2	0
CCOC(=O)N1CCN(C(=O)c2noc(C(C)C)c2[N+](=O)[O-])CC1	-0.7	2	0.0	5
CC(=O)Nc1ccc(NC(=O)c2cncc(-c3cccc(N)c3)c2)cc1	0.5	11	-0.1	5
CCOC(=O)Nc1c(O)ccc2oc(C)c(-c3ccccc3)c12	1.0	3	0.0	6
O=C1c2ccccc2C(=O)N1c1cc(Cl)ccc1O	0.0	-5	-0.1	-1
O=C(CSCc1ccccc1)Nc1ccc(F)c(F)c1	0.3	-7	0.4	-77
CCCNC(=S)Nc1cccc(Cl)c1	0.2	8	0.0	2
CCOc1cccc2c1N(C(=O)c1cccc(F)c1)C(C)(C)c1ssc(=S)c1-2	-2.1	38	0.0	-6
Cc1cc(S(=O)(=O)NC2CCCCC2)ccc1OCC(=O)NCc1ccccc1	-0.4	-5	0.0	3
COCC(C)NC(=O)c1cccc(NC(=O)C(C)C)c1 (configuration not stated)	0.3	14	-0.1	8
Cc1ccc(-n2cc(-c3ccccc3)c3c(N4CCN(c5cccc(Cl)c5)CC4)ncnc32)cc1	0.6	8	-0.3	-4
Cc1ccccc1CSCC(=O)N/N=C/c1ccccc1O	1.3	4	-0.1	5
O=C(O)C(Cc1c[nH]c2ccccc12)N1C(=O)C2CCCCC2C1=O (configuration not stated)	-2.8	7	0.6	0
O=C(NCCc1c[nH]c2ccccc12)c1ccc(CNc2nc(=S)[nH]c3ccccc23)cc1	4.8	6	-0.1	16
OC(c1nnc(-c2ccccc2)o1)c1cn(-c2ccccc2)nc1-c1cccnc1 (configuration not stated)	0.3	3	0.1	9
CCOC(=O)C1=C(C)N=c2s/c(=C\c3ccc(OC)c(OC)c3)c(=O)n2C1c1ccc(OCC)c(OCC)c1 (configuration not stated)	0.1	2	0.5	-22
CSc1cccc(NS(=O)(=O)c2ccc3c(c2)OCCN3C)c1	5.0*	1	-0.2	19
COc1ccccc1Cn1ccn(CC(=O)Nc2ccc(OC)c(OC)c2)c(=O)c1=O	-2.0	15	0.6	-3
Cc1cc(C)n2c(SCC(=O)N3CCCC3)nnc2n1	-1.1	-15	0.3	-3
O=C(CCS(=O)(=O)c1ccccc1)Nc1ccc(O)c(-c2nc3ccccc3o2)c1	-0.2	-7	-0.1	12
CSc1nnc(-c2cccc(C)c2)n1N	-0.5	-6	-0.1	9
N#Cc1ccccc1OCC(=O)NC(c1ccccc1)c1ccccc1	-0.3	-18	-0.1	-29
Cc1ccc[n+](-c2[nH]c(=O)sc2/C=N/NC(N)=S)c1	0.0	3	-0.1	-14

Compound activity deposited in PubChem BioAssay by The Scripps Research Institute Molecular Screening Center.
